Assay outcomes from PubChem BioAssay.
POLI inh: qHTS for Inhibitors of Polymerase Iota; DNA polymerase iota (Homo sapiens), Q9UNA4; Pol iota fluorescent replication assay, 10 min; Potency, µM (top dose mostly 115 µM), inactives show top-dose activity, negative = inhibition, most hits filed as inhibitors; 1% of 390,000 active; AID 588590, 2011
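Fluorescent replication assay read twice, at 0 min and 10 min after adding 50 nM (final) substrate. Enzyme (10 nM) and compounds were first incubated 15 min at room temperature; enzyme-free buffer wells were negative controls.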
GLS inh: qHTS for Inhibitors of Glutaminase (GLS); Glutaminase kidney isoform, mitochondrial (Homo sapiens), O94925; GLS enzymatic activity, qHTS titration; Potency, µM (highest dose often 45.5 µM), for inactives: top-dose activity change, negative = inhibition, usual class: inhibitors; 0.21% of 410,000 active; AID 624170, 2012; also: % is scaled to controls: 0 for no effect and ±100 for the full control effect
Target sequence (O94925 whole entry, looked up, canonical isoform): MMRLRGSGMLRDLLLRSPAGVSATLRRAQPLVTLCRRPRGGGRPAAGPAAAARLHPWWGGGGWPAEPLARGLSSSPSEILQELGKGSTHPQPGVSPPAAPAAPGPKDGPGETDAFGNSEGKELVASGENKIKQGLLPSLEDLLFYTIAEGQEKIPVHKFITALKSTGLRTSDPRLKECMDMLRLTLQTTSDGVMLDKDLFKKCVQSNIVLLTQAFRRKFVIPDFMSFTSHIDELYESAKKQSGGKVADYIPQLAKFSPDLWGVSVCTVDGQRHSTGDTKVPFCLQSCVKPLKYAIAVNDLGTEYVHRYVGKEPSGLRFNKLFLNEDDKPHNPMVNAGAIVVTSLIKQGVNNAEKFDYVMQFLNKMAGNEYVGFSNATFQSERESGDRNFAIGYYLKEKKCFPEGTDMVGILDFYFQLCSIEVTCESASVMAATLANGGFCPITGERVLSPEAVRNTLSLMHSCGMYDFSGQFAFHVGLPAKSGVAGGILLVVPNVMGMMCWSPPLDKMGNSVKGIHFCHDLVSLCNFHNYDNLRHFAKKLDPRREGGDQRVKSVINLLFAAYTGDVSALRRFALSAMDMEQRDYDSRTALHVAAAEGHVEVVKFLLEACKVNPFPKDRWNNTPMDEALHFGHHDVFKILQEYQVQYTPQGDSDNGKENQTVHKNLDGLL
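Assay buffer: 45 mM KH2PO4 pH 8.2, 0.02% Tween-20. hKGA acts on L-glutamine (1 mM solution added); product glutamate is reported by an oxidase/peroxidase Amplex Red coupling, with fluorescence taken at baseline and 30 min.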
G9a inh: qHTS Assay for Inhibitors of Histone Lysine Methyltransferase G9a; 8.8% of 350,000 active; Potency, µM (titrated, usually from 102 µM), for the others: top-dose activity, negative = inhibition, most hits filed as inhibitors; Histone-lysine N-methyltransferase EHMT2 (Homo sapiens), Q96KQ7; G9a H3K9 monomethylation, AlphaScreen, 2 h; AID 504332, 2011; also: % is scaled to controls: 0 for no effect and ±100 for the full control effect; nearly all actives have a fitted effect of over 75% in size
Target sequence (Q96KQ7 913-1193 limits assumed): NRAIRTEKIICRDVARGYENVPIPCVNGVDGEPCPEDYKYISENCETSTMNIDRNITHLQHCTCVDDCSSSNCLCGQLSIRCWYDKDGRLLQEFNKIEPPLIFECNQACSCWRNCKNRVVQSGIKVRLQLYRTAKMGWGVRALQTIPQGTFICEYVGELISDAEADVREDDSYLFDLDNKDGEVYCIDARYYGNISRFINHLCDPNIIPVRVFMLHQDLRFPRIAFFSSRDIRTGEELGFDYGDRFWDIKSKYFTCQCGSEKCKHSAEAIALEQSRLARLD
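Readings reflect AlphaScreen signal from monomethyl-H3K9 antibody detection. HMT at 20 nM; substrate b-H3K9 500 nM; cofactor SAM 20 uM; 2 h RT reaction; compounds tested as titrations in qHTS with 15 min preincubation.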
BAZ2B block: qHTS Assay for Inhibitors of BAZ2B. Potency, µM (titrated, usually from 114 µM), for the others: at the top dose activity change, negative = inhibition, most hits filed as inhibitors. AlphaScreen BAZ2B-H3K14Ac peptide displacement. AID 504333, 2011. 4.4% of 360,000 active; also: % is scaled to controls: 0 for no effect and ±100 for the full control effect; nearly all actives have a fitted effect of over 60% in size
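AlphaScreen displacement of biotin-H3(5-23)K14Ac peptide (50 nM final) from BAZ2B (50 nM final) in PBS pH 7.4, 0.01% Tween-20; complex preformed 30 min RT, then compounds (top 110 uM) 30 min RT, beads 20 min dark.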
BLM helicase inh: qHTS Assay for Inhibitors of Bloom's syndrome helicase (BLM); RecQ-like DNA helicase BLM (Homo sapiens), P54132; Potency, µM (top dose mostly 56.1 µM), for inactives: top-dose activity change, negative = inhibition, usual class: inhibitors; recombinant BLM DNA unwinding, fluorescence dequenching; 0.2% of 350,000 active;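 also: plate controls were vehicle for no effect and no enzyme for full effect; nearly all actives have a fitted effect of over 35% in size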
PGK inhibitor: qHTS Assay to Find Inhibitors of Phosphoglycerate Kinase; AID 602233, 2012; PGK/GAPDH coupled, Kinase-Glo luminescence, 60 min; Potency, µM (titrated, usually from 57.5 µM), without a hit: top-dose activity change, negative = inhibition, hits mostly inhibitors; 0.043% of 380,000 active; also: % is scaled to controls: 0 for no effect and ±100 for the full control effect; nearly all actives have a fitted effect of over 60% in size
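Luminescent ATP detection (Kinase-Glo Plus) follows a 60-minute room-temperature incubation, with wells lacking PGK as controls. Buffer: 100 mM TEA (pH 7.6), 5 mM MgCl2, 0.01% Tween-20. Coupling enzyme GAPDH (100 nM final) supplies unstable 1,3-BPG in-well.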
HP1b binding inh: HTS for Inhibitors of HP1-beta Chromodomain Interactions with Methylated Histone Tails. Chromobox protein homolog 1 (Homo sapiens), P83916. AlphaScreen HP1-beta / biotin-H3K9me3 peptide binding. 0.56% of 390,000 active. Potency, µM (doses to about 114 µM), for the others: at the highest dose activity change, negative = inhibition, actives largely listed as inhibitors; also: nearly all actives have a fitted effect of over 70% in size; inactives centre near 23
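AlphaScreen: HP1-beta (50 nM) preformed 30 min with biotin-H3(1-18)K9me3 peptide (50 nM) in PBS pH 7.4, 0.01% Tween-20. Compound added for 30 min at RT, then streptavidin donor/nickel chelate acceptor beads (10 ug/mL) for 30 min.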
JMJD2A Tudor: qHTS Assay for Inhibitors of JMJD2A-Tudor Domain; Lysine-specific demethylase 4A (Homo sapiens), O75164; AlphaScreen JMJD2A-Tudor / H3K4me3 peptide binding; Potency, µM (doses to about 114 µM), for inactives: at the highest dose activity change, negative = inhibition, most hits filed as inhibitors; 4.4% of 390,000 active; AID 504339, 2011; also: % is scaled to controls: 0 for no effect and ±100 for the full control effect; nearly all actives have a fitted effect of over 50% in size
Pin1 inhibitor: qHTS Assay to Find Inhibitors of Pin1; 0.009% of 390,000 active; Potency, µM (titrated, usually from 115 µM), for inactives: at the highest dose activity, negative = inhibition, most hits filed as inhibitors; Peptidyl-prolyl cis-trans isomerase NIMA-interacting 1 (Homo sapiens), Q13526; Pin1 FP peptide displacement, HiFluor488, 10 min; active = well fitted inhibition curve with a large enough effect in the polarisation, with a control signal flat, not every such curve was filed as active; inconclusive = small, poorly fitted or top-dose-only effect, or effect the other way, or a change in a side signal; inactive = no such curve, though single readings can be large or run the other way; the % refers to the polarisation; also: % is scaled to controls: 0 for no effect and ±100 for the full control effect
Active calls of the source: *; i = inactive; ? = inconclusive; · = no result given; [ ] = another dose, or the depositor's remark. Unless noted, calls follow the shape of the dose curve; as a rule, active = well fitted curve in the direction sought with a large enough effect; inconclusive = small, poorly fitted or top-dose-only effect, or another doubt; inactive = no such curve, though single readings can be large; an effect the other way counts as inactive or inconclusive. Potency is read from the fitted curve at half-maximal effect. Not all compounds are listed; the hit share may differ from the screen's.

SMILES	POLI inh	GLS inh	G9a inh	BAZ2B block	BLM helicase inh	PGK inhibitor	HP1b binding inh	JMJD2A Tudor	Pin1 inhibitor
Oc1ccc(Cl)cc1C1C=C(c2ccc3c(c2)OCO3)NC(c2ccc(C(F)(F)F)cc2)N1 (configuration not stated)	?	·	·	·	·	·	7%[57 µM]	-5%[57.1 µM]	20%
CC(C(=O)Nc1cc(Cl)cc(Cl)c1)N1CCCC1 (configuration not stated)	-6%	12%	-2%	-16%	2%	3%	19%	-3%	2%
CCN(CC)CCN1C(=O)C(=O)/C(=C(/O)c2ccc(S(=O)(=O)N3CCOCC3)cc2)C1c1ccccc1 (configuration not stated)	14%	?	9%	1%	-1%	1%	22%	-8%	-2%
CCCOc1ccccc1C1Oc2nc(SC)nnc2-c2ccccc2N1C(C)=O (configuration not stated)	9%	-2%	-2%[59 µM]	-19%	-5%	4%	17%	-26%	1%
CC1=C(C(N)=O)C(c2cccc(F)c2)n2nc(SCc3ccccc3)nc2N1 (configuration not stated)	2%	10%	3%[59 µM]	3%	0%	i	18%	-1%	3%
COc1ccc(OC)c(S(=O)(=O)NCCS(=O)(=O)N2CCN(c3ccccc3F)CC2)c1	-8%	-10%	5%[59 µM]	-17%	-1%	17%	8%[57 µM]	-20%	-9%
Cc1cc(=O)[nH]c(SCC(=O)N2CCc3ccccc3C2)n1	21%	-2%	-46%[59 µM]	-24%	0%	-1%	25%	-8%	-2%
COCCn1c(SCC(=O)N2CC(=O)Nc3ccccc32)nc2ccccc21	14%	-4%	20%[59 µM]	4%	-1%	-7%	25%	-15%	3%
COc1cc(OC)c(NC(=O)CCc2c(C)nc3cc(-c4ccccc4OC)nn3c2C)cc1Cl	1%	1%	0%[59 µM]	7%	-1%	-9%	45%[activator]	3%	-3%
CCn1cc(C(=O)N2CCn3c(nc4ccccc43)C2)c(=O)c2ccc(C)nc21	22%	0%	?	11%	-4%	-3%	36%	-17%	-1%
O=C(c1ccccc1)C1C(c2ccccc2)C1[N+](=O)[O-] (configuration not stated)	68%[activator]	29%	58%[activator]	3%	-1%	5%	46%[activator]	27%	-1%
CCC(=O)N1CN(S(=O)(=O)c2ccc(C)cc2)CC1C (configuration not stated)	21%	6%	?	9%	0%	10%	28%	-11%	6%
COc1ccc(C2c3cc(OC)c(OC)cc3CCN2C2CC(=O)N(c3ccccc3)C2=O)cc1OC (configuration not stated)	-4%	-10%	?	-12%	-1%	0%	17%	-18%	-2%
CCOc1ccc(CCNc2ccc3nnc(-c4ccccc4)n3n2)cc1OCC	46%[activator]	-5%	-10%	-1%	-2%	-1%	43%[activator]	-12%	?
CC(C)n1cc(C(=O)N2CCCC(Nc3ccc(F)c(F)c3)C2)cn1 (configuration not stated)	-11%	28%	23%	-2%	1%	5%	20%	-3%	2%
CC1CN(C(=O)CSc2ncnc3sccc23)CC(C)O1 (configuration not stated)	-6%	-2%	5%[59 µM]	11%	-2%	-8%	38%[activator]	-7%	?
COCc1[nH]nc2c1C(c1cccc(OC)c1)C(C#N)=C(N)O2 (configuration not stated)	3%	18%	-37%[12.7 µM]	-2%	-2%	0%	23%	-16%	-12%
CCOc1ccccc1C(=O)NCC(=O)N1CCC(C)CC1	71%[activator]	0%	·	·	·	-3%	19%	-2%	-1%
COc1ccc(Cn2c(C(=O)O)c(CNCc3ccco3)c3ccc(OC)cc32)cc1	2%	14%	-9%[59 µM]	?	0%	2%	15%	-29%	3%
CCOC(=O)CSc1cc(C(F)(F)F)nc(-c2ccccn2)n1	31%[activator]	0%	78%[activator][59 µM]	-4%	1%	-3%	5%	-20%	0%
CCN(CC)CCN(C(=O)/C=C/c1cccs1)c1nc2ccc(F)cc2s1	8%	-2%	-9%	-20%[57.1 µM]	3%	i	48%[activator]	4%	-6%
COc1cccc(NC(=S)Nc2ccc(F)cc2)c1	38%[activator]	-2%	13%	-9%	-9%	-2%	40%[activator]	-16%	1%
CN(Cc1cnn(C)c1)C(=O)C1CCC(=O)N(Cc2ccc(Cl)cc2)C1 (configuration not stated)	?	5%	12%	-4%	2%	-3%	17%	-7%	-4%
CCOc1ccc(NC(=S)N(CCOC)C(C)c2ccco2)cc1 (configuration not stated)	47%[activator]	-14%	-3%[12.7 µM]	-21%	-3%	-22%	39%[activator]	-6%	1%
CCN(CC)S(=O)(=O)c1cc(NC(=O)c2cc([N+](=O)[O-])ccc2N2CCOCC2)ccc1C	-6%	-4%	?	-35%	-6%	i	-1%	-35%	4%
CC(C)(C)NCC(=Cc1ccccc1)C(=O)c1ccccc1	-15%	1%	·	·	·	-12%	23%	-8%	-6%
CCCCn1nc(C(=O)Nc2nc3c(s2)CCCC3)c2ccccc2c1=O	-20%	-7%	?	?	-3%	0%	14%	-30%	0%
Cn1c(N)c(C(=O)COC(=O)CCCOc2ccc(Cl)cc2Cl)c(=O)n(C)c1=O	69%[activator]	2%	11%	-3%	-8%	3%	40%[activator]	-5%	?
O=C(NCc1cccnc1)c1ccc(Cl)c(S(=O)(=O)N2CCCCCC2)c1	82%[activator]	43%[activator]	-1%	-9%	-3%	-4%	5%	25µM*	-3%
CC12CCC(C(=O)N(CSC(=S)N/N=C\c3ccccc3)C1=O)C2(C)C (configuration not stated)	-2%	-29%	-9%[59 µM]	-32%	-8%	-3%	-3%	-28%[11.4 µM]	-5%

Whole records from above.
`COc1ccc(Cn2c(C(=O)O)c(CNCc3ccco3)c3ccc(OC)cc32)cc1` across the screens: POLI inh: 2%; GLS inh: 14%; G9a inh: -9%[59 µM]; BAZ2B block: ?; BLM helicase inh: 0%; PGK inhibitor: 2%; HP1b binding inh: 15%; JMJD2A Tudor: -29%; Pin1 inhibitor: 3%
`COc1ccc(OC)c(S(=O)(=O)NCCS(=O)(=O)N2CCN(c3ccccc3F)CC2)c1` across the screens: POLI inh: -8%; GLS inh: -10%; G9a inh: 5%[59 µM]; BAZ2B block: -17%; BLM helicase inh: -1%; PGK inhibitor: 17%; HP1b binding inh: 8%[57 µM]; JMJD2A Tudor: -20%; Pin1 inhibitor: -9%

Next structures:
SMILES	POLI inh	GLS inh	G9a inh	BAZ2B block	BLM helicase inh	PGK inhibitor	HP1b binding inh	JMJD2A Tudor	Pin1 inhibitor
Cc1ccc(-c2nc3s/c(=C\c4ccco4)c(=O)n3n2)cc1	25µM*	-1%	50µM*	50µM*	-10%	-16%	-14%	50µM*	12%
CCOC(=O)CNc1ccc(C(=O)OCC)cc1[N+](=O)[O-]	14%	20%	19%[59 µM]	10%	-8%	-3%	18%	-2%	-1%
CCOc1ccc(C(C)(C)C)cc1S(=O)(=O)n1nc(C)cc1C	16%	-12%	6%[59 µM]	5%	-4%	2%	55%[activator]	17%	-2%
O=C(NCc1cccs1)c1ccccc1F	24%	-1%	-10%[59 µM]	3%	2%	-5%	43%[activator]	10%	-1%
CCC(CC)C(=O)Nc1ccc(OCc2cc(=O)n3c4c(sc3n2)CCCC4)cc1	45%[activator]	1%	10%[59 µM]	7%	-6%	8%	31%	-14%	1%
O=S(=O)(c1ccc(SCc2ccc(Br)cc2)nc1)N1CCCCC1	14%	21%	?	15%	·	12%	31%	-9%	-5%
Cc1ccnc(SCC(=O)Nc2sc3c(c2C#N)CCCC3)n1	0%	-9%	-6%[59 µM]	-4%	-6%	-7%	48%	-6%	-2%
CCc1ccccc1NC(=O)CSc1n[nH]c(-c2cccnc2)n1	16%	0%	35%	2%	0%	-1%	8%	-5%	-5%
O=C(Nc1cccc2[nH]ncc12)c1ccc(F)cc1	25%	3%	-4%	10%	-3%	-10%	13%	30%	-4%
O=C(NCCCN1CCOCC1)c1ccc2c(c1)N(Cc1c(F)cccc1Cl)C(=O)c1ccccc1S2	19%	0%	35µM*	?	0%	-5%	7%[57 µM]	?	1%
C=CCN(c1ccccc1C(=O)O)S(=O)(=O)c1ccc(NC(=O)OC)cc1	36%[activator]	2%	-2%	-23%	0%	4%	27%	10%	7%
COCCNCc1cc(C)n(-c2cc(S(=O)(=O)N3CCOCC3)ccc2N2CCCC2)c1C	16%	-13%	·	·	·	i	-37%	5µM*	-14%
CC1CCc2nn(CC(=O)NC3CCCC(C)C3C)cc2C1 (configuration not stated)	-12%	1%	-12%[59 µM]	-6%	2%	7%	9%	-24%	12%
C/C(=N\Nc1ncc(Cl)cc1Cl)c1ccc2c(c1)OCO2	6%	2%	0%	-24%	-4%	-11%	31%	-8%	1%
CCOC(=O)CN1C(=O)C(=O)N(Cc2c(F)cccc2Cl)C1=O	105%[activator]	-11%	8%	-13%	-5%	4%	29%	3%	1%
COc1ccc(C2N=C(c3ccccc3)C(C)(C)N2O)cc1OC (configuration not stated)	?	22%	1%[59 µM]	·	1%	i	17%	-12%	-8%
O=C(O)COc1ccccc1/C=N/NC(=O)c1cc(-c2ccc(F)cc2)nc2ccccc12	-15%	3%	3%	-12%	0%	-10%	-9%	?	-8%
COc1ccc(N2CCN(C(=O)c3cccc(Cn4cc(Cl)cn4)c3)CC2)cc1	22%	50%[activator]	18µM*	?	-2%	i	-25%	?	5%
Cc1cc(NC(=O)C2CCCN(S(=O)(=O)c3cnc[nH]3)C2)ccc1Br (configuration not stated)	20%	-3%	4%	-7%	0%	4%	34%	-17%	-4%
Cc1csc2nc(CNS(=O)(=O)c3ccc(-c4ccccc4)cc3)cn12	15%	2%	-8%[59 µM]	-8%	2%	i	4%	-23%	1%
